Assay outcomes from PubChem.
BoNT A protease: inhibitors of Botulinum neurotoxin A light chain protease. multiplex microsphere protease substrate cleavage, flow cytometry. inhibition, % at 10 µM. 360,000 compounds, 0.17% hits. AID 588499; further: plate controls were buffer without enzyme for full effect and enzyme alone for no effect
Yp Topo-I inh: inhibitors of Yersinia pestis topoisomerase I. activity, % at 10 µM. AID 504884. 360,000 compounds, 0.064% hits. Y. pestis Topo-I cleavage product accumulation, plate reader; in the data active means activity above about 50%, passing the limit was not always enough; inconclusive means no clear call, values can overlap the other calls; further: inactives centre near 2
BH1578 lux ind: quorum light induction in luxS cqsA deficient V. cholerae; AID 588436; V. cholerae BH1578 lux reporter, luminescence, 6 h; 350,000 compounds, 0.16% hits; activation, % at 18.7 µM; in the data active means activation mostly above about 9.7%, no sharp cut-off; inconclusive means no clear call, values can overlap the other calls; inactive means mostly below about 3.7%; further: not every result past the cut was called active; inactives centre near 0; reference of the scale not given here
DUSP3 inh: blocks human VHR1 dual specificity phosphatase; recombinant VHR phosphatase, pNPP absorbance; inhibition, % at 13.3 µM; 290,000 compounds, 0.52% hits; in the data active means inhibition above about 50%; further: some compounds called inactive have numbers as strong as hits
Target sequence (P51452 whole entry, looked up): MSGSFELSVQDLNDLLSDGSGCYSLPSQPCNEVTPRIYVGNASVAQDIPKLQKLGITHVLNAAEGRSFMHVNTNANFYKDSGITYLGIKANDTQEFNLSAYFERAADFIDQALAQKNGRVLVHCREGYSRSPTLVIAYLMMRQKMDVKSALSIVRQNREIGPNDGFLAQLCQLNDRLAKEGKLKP
SARS 3CLpro inh: SARS-CoV 3CLpro protease inhibition | recombinant SARS-CoV 3CLpro, quenched FRET peptide cleavage | inhibition, % at 6 µM | 290,000 compounds, 0.14% hits; in the data active means inhibition above about 12%
TcdB inh: blocks C. difficile toxin B glycohydrolase activity. TcdB glycohydrolase enzymatic assay, plate reader. inhibition, % at 9.99 µM. 350,000 compounds, 0.24% hits; in the data active means inhibition above about 10%
Anthrax LF inh2: anthrax lethal factor protease inhibition; P15917; AID 588501; 360,000 compounds, 0.12% hits; inhibition, % at 10 µM; multiplex microsphere protease cleavage assay, LF; further: plate controls were buffer without enzyme for full effect and enzyme alone for no effect
Target sequence (P15917 whole entry, looked up): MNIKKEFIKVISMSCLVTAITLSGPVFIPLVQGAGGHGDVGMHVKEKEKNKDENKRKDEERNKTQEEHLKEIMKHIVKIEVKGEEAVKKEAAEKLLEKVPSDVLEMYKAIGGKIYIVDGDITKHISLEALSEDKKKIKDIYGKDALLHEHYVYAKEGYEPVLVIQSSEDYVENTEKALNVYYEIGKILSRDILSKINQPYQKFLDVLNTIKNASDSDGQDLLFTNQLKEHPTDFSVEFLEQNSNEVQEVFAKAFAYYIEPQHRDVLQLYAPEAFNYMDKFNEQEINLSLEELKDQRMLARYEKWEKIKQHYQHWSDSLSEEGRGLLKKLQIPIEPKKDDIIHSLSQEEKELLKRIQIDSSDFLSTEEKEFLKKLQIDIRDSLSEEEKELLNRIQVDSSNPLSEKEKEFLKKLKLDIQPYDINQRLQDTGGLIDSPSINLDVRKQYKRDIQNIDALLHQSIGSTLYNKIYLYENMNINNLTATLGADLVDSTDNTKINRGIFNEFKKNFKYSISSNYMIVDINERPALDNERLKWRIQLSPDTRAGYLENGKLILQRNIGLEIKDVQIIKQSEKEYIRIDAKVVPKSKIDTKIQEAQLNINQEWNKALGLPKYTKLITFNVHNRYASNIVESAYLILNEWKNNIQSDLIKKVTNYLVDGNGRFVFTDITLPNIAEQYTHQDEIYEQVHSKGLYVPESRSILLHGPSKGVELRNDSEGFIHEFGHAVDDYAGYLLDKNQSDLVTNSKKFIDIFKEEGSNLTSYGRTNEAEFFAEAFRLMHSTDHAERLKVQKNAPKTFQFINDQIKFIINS
PfHsp40 yeast: rescue of PfHsp40-mediated yeast toxicity | growth rescue, % at 12.5 µM | AID 504582 | S. cerevisiae expressing PfHsp40, growth rescue, ATP luminescence | 340,000 compounds, 0.68% hits; in the data active means growth rescue above about 28%, passing the limit was not always enough; inconclusive means no clear call, values can overlap the other calls;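 further: yeast W303a lacking pdr1 and pdr3 grown in galactose medium; growth measured after three days at 30 °C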
CCHF vOTU inh: blocks the CCHF virus ovarian tumor domain protease; CCHFV vOTU protease, Pep-AMC fluorescence; inhibition, % at 11.5 µM; 370,000 compounds, 0.55% hits; AID 651958; in the data active means inhibition above about 30%; further: 0% = vehicle wells with enzyme and 100% = no enzyme wells
PriA SSB inh: blocks PriA binding to SSB C-terminal tail; 430,000 compounds, 0.6% hits; AlphaScreen SSBct-PriA binding, biotinylated peptide; inhibition, % at 33 µM; in the data active means inhibition mostly above about 37%, no sharp cut-off; inactive means mostly below about 20%;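 further: plate controls were negative control peptide for no effect and reference peptide for full effect; strong numbers were not always called active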
Starred values were filed as active, the others as inactive; i = inactive; ? = inconclusive; · = no result given; & = joins results of further samples. Unless noted, no stated cut-off is given here; in the data, active means inhibition above about 30%; inconclusive means no clear call, values can overlap the other calls; inactive means below that. A portion of the library. The share of hits here may be higher or lower than overall.

SMILES	BoNT A protease	Yp Topo-I inh	BH1578 lux ind	DUSP3 inh	SARS 3CLpro inh	TcdB inh	Anthrax LF inh2	PfHsp40 yeast	CCHF vOTU inh	PriA SSB inh
C=CCN1C(=O)/C(=C/c2ccc(O)c(OC)c2)S/C1=N/c1nccs1	2.6	11	-0.3	-7	7	·	-1	0.1	4	·
COc1ccc(CC(=O)N/N=C(/C)CC(=O)N(C)c2ccccc2)cc1	-1.2	-4	-0.2	-4	-9	-1.4	5	-1.3	-1	·
CC(C)CC(=O)c1c[nH]c(C(=O)NCc2ccccc2)c1	-0.4	17	i	-5	-1	-1.7	-6	0.2	-5	12
CN(C(=O)COC(=O)c1ccc([N+](=O)[O-])cc1N)c1ccccc1	0.1	-2	-0.3	17	-2	3.2	-1	-0.9	-4	9
O=C(Cc1c(F)cccc1Cl)N1CCN(S(=O)(=O)c2cccs2)CC1	-0.8	-2	-0.4	·	·	1.8	-3	-0.4	-1	6
Cc1cc(-n2cc(Br)c(=O)[nH]c2=O)nc(-c2ccccc2)n1	-0.1	11	-2.6	9	4	-0.3	7	-0.3	-6	-1
COc1ccc(CN(C)CC(=O)NC2CCCc3ccccc32)cc1OC (stereo not given)	-0.1	-1	-0.3	8	3	1.6	0	0.9	4	-1
C/C(CC(=O)Nc1ccccn1)=N\NC(=O)C(=O)Nc1cccc(Cl)c1C	0.2	-1	·	-7	0	·	-5	-0.1	-12	·
CC(C)CSc1nsc(N)n1	-0.5	10	i	24	3	1.4	4	0.8	-6	-16
Cn1c(=O)c2cc(S(=O)(=O)NCCC(=O)Nc3ccccc3F)ccc2n(C)c1=O	-1.1	2	-0.3	38	2	·	-3	0.2	0	-21
CC1CCCCN1S(=O)(=O)c1ccc2c(c1)oc(=O)n2CC(=O)O (stereo not given)	0.1	0	-0.4	5	-2	·	-2	-0.2	5	-13
COc1ccc(C(=S)NC2CCCCC2)cc1	0.1	1	i	10	4	·	1	0.0	24	-4
COC(=O)[C@H](C)NC(=O)/C=C/c1ccc(OC)cc1	-0.5	-9	-0.5	-5	5	·	-1	1.5	-3	-6
O=C1OCCN1/N=C/c1ccc([N+](=O)[O-])o1	-0.5	-4	8.3	-7	-2	-0.3	-14	-1.0	35*	·
CCCN1CCN(S(=O)(=O)c2ccc3c(c2)CC(C)N3C(=O)C2CC2)CC1 (stereo not given)	1.0	4	0.1	-14	0	-1.4	-2	-0.5	15	-11
O=C(OCc1ccccc1)N1CCC2CC1c1cc(-c3ccccc3)ccc12 (stereo not given)	0.0	46	-0.6	·	·	-0.8	-3	1.3	5	-12
Cc1cccc(C)c1OCC(O)Cn1nnc2ccccc21 (stereo not given)	-1.8	3	-0.6	19	0	·	0	0.3	2	-8
Nc1cc2cccnc2cc1Cl	1.8	-4	i	·	·	-0.5	5	-1.0	39*	0
O=C(c1cc([N+](=O)[O-])ccc1N1CCCC1)N1CCCCC1	-0.7	1	-0.5	43	-3	-0.7	2	0.5	11	5
O=C(CSc1nnc(-c2cccnc2)n1-c1ccccc1)Nc1ccccn1	1.4	8	i	13	-4	·	-4	-0.6	1	-10

The list goes on (two carried over from the part before).
SMILES	BoNT A protease	Yp Topo-I inh	BH1578 lux ind	DUSP3 inh	SARS 3CLpro inh	TcdB inh	Anthrax LF inh2	PfHsp40 yeast	CCHF vOTU inh	PriA SSB inh
O=C(c1cc([N+](=O)[O-])ccc1N1CCCC1)N1CCCCC1	-0.7	1	-0.5	43	-3	-0.7	2	0.5	11	5
O=C(CSc1nnc(-c2cccnc2)n1-c1ccccc1)Nc1ccccn1	1.4	8	i	13	-4	·	-4	-0.6	1	-10
CCC(C)c1ccc(O)c(NC(=O)c2ncn[nH]2)c1 (stereo not given)	-0.1	-3	-1.5	10	0	·	4	-0.4	-10	4
COCCn1c(SCC#N)nnc1-c1ccc2c(c1)OCO2	-0.6	-4	-0.4	10	2	·	-4	-0.1	-8	-7
O=C(NCc1ccccc1)N1CCN(c2ccccc2)CC1	-1.4	3	-0.2	-18	2	1.1	-11	-0.4	6	2&-9
COc1cccc(CNc2ccc3[nH]c(=O)[nH]c3c2)c1OCc1ccccc1	0.4	1	-2.3	47	-3	·	-7	1.9	·	47*
Cc1cc([N+](=O)[O-])nn1Cc1ccc(C(=O)N/N=C/c2ccc(O)cc2O)cc1	-1.1	-14	-0.1	5	0	·	-2	2.6	11	·
O=C(O)CCNc1nc(C(F)(F)F)nc2ccccc12	-0.5	3	i	13	4	1.7	-7	3.3	-8	-6
O=C(NCc1ccco1)C1CC(=O)N(c2ccc(O)cc2)C1 (stereo not given)	-1.2	0	i	18	-3	·	4	0.4	18	-15
CCC(C(=O)NCc1cccnc1)n1nc(C)n2c(cc3occc32)c1=O (stereo not given)	0.0	1	-0.9	29	-5	2.5	1	0.7	2	-1
O=C(Nc1ccc(Cl)cc1)Nc1cccc2nsnc12	3.1	-23	-0.4	15	1	0.3	2	0.8	-10	-10
Cc1ccccc1SCc1noc(C(=O)NCC2CCCO2)c1C(=O)O (stereo not given)	0.3	-7	0.3	12	3	0.4	1	0.7	1	-5
CCCCCCCn1ccc(O)c(CC(=O)OC)c1=O	0.3	7	-0.8	40	5	-0.2	1	0.2	-13	-2
COc1ccc(N2CCN(C(CNC(=O)C(=O)NCc3cccs3)c3ccco3)CC2)cc1 (stereo not given)	-0.6	7	-2.1	14	4	0.4	4	0.6	12	4&6
CC(C)CNC(=O)c1cc(S(=O)(=O)N2CCOCC2)ccc1N1CCCC1	0.2	3	0.5	0	-5	1.5	1	-2.8	12	0
COc1ccc(C2CC(c3ccc(C)cc3)=NN2C(=O)CCC(=O)O)cc1OC (stereo not given)	-1.4	-1	i	11	4	-0.1	2	-0.8	-12	·
COc1ccc(C(CNC(=O)c2ccc(NS(=O)(=O)c3ccc4c(c3)OCCO4)cc2)N(C)C)cc1 (stereo not given)	-0.2	-13	-5.6	·	·	0.4	-1	2.6	-4	3
O=S(=O)(Nc1nc2ccccc2nc1N1CCN(c2ccccc2)CC1)c1ccc(F)cc1	3.7	-2	-3.4	-11	4	-1.6	4	-0.2	21	14
CCn1c(=O)c(C(=O)Nc2nc3ccccc3[nH]2)c(O)c2ccccc21	0.3	18	5.9	30	5	·	4	?	5	-2
Cc1ccc(-c2nc(-c3ccccn3)no2)cc1Cl	1.2	13	-0.5	25	-1	·	-1	-1.9	18	-12
COc1ccc(CCNC(=O)CSc2nc3c(c(=O)n(C)c(=O)n3C)n2C(C)C)cc1OC	-1.4	6	-0.4	-19	-2	-0.1	-8	-0.9	-2	5
COc1cc(OC)cc(C(=O)NC2CCCCCCC2)c1	-1.0	6	0.6	1	8	2.0	-12	0.9	-14	-7

Quoted at random: 3 entries already listed
SMILES	BoNT A protease	Yp Topo-I inh	BH1578 lux ind	DUSP3 inh	SARS 3CLpro inh	TcdB inh	Anthrax LF inh2	PfHsp40 yeast	CCHF vOTU inh	PriA SSB inh
O=C(NCc1ccccc1)N1CCN(c2ccccc2)CC1	-1.4	3	-0.2	-18	2	1.1	-11	-0.4	6	2&-9
COc1ccc(N2CCN(C(CNC(=O)C(=O)NCc3cccs3)c3ccco3)CC2)cc1 (stereo not given)	-0.6	7	-2.1	14	4	0.4	4	0.6	12	4&6
Cc1cc([N+](=O)[O-])nn1Cc1ccc(C(=O)N/N=C/c2ccc(O)cc2O)cc1	-1.1	-14	-0.1	5	0	·	-2	2.6	11	·

Taken from above.
For Yp Topo-I inh, `Cc1ccccc1SCc1noc(C(=O)NCC2CCCO2)c1C(=O)O` (stereo not given) reads -7
For SARS 3CLpro inh, `COCCn1c(SCC#N)nnc1-c1ccc2c(c1)OCO2` reads 2

(more compounds)
SMILES	BoNT A protease	Yp Topo-I inh	BH1578 lux ind	DUSP3 inh	SARS 3CLpro inh	TcdB inh	Anthrax LF inh2	PfHsp40 yeast	CCHF vOTU inh	PriA SSB inh
O=C(CSC1=NCCS1)NC(NC(=O)CSC1=NCCS1)c1ccccc1	-1.4	12	-0.5	20	3	1.9	-9	-0.5	-5	-2
c1cc2nnnn2nc1N1CCCCCC1	0.1	12	·	0	-3	·	7	-0.6	-1	-15
O=C(/C=C/c1ccc2c(c1)OCO2)c1ccccn1	·	-7	i	-8	2	-1.7	·	4.3	4	-1
CC(Cc1ccco1)NC(=O)c1cccc(S(=O)(=O)N(C)C)c1 (stereo not given)	-0.6	11	-0.3	-40	1	1.0	-5	-0.2	-2	-1
CCOc1ccc(NC(=S)NNC(=O)c2ccc(Br)cc2)cc1	-0.3	3	-3.1	18	8	2.7	-4	8.3	3	4&15
CCOCCCNC(=O)C1CCN(Cc2cccc(OCc3ccccc3)c2)CC1	2.4	10	i	4	-5	-3.5	-2	-1.1	-5	-12
O=C(c1cccs1)N(Cc1cc2ccccc2[nH]c1=O)c1ccccc1	-0.5	20	i	3	7	·	4	0.7	-11	-10
CCn1cc(C(=O)N[C@@H](CCSC)C(=O)NCCCn2ccnc2)c(=O)c2cc3c(cc21)OCO3	-1.6	-1	-0.4	10	-1	0.6	-2	0.3	14	2
CS(=O)(=O)Nc1ccc(C2=NN(S(C)(=O)=O)C(c3cccs3)C2)cc1 (stereo not given)	-0.3	-3	i	28	-1	1.7	1	0.2	-28	4
COc1ccc(-n2nc(C(=O)NCC(=O)N3CCN(c4ccccc4F)CC3)c3ccccc3c2=O)cc1OC	-1.1	16	0.0	7	1	1.2	-5	0.4	-13	-18
COc1ccc(N(CC(=O)Nc2c(C)cccc2C)S(=O)(=O)c2ccccc2[N+](=O)[O-])c(OC)c1	0.2	30	i	-14	4	1.3	-6	-0.3	20	-8
COc1ccccc1S(=O)Cc1ccc(C(=O)NCc2ccccc2Cl)o1 (stereo not given)	-0.2	13	-0.2	19	1	2.0	-3	-0.4	-4	-7
N#Cc1ccc(C(=O)N/N=C/c2cn(CC(=O)O)c3ccccc23)c(F)c1	-0.7	-3	-3.3	-4	6	12*	1	0.9	18	·
CN(C)CC(=O)c1ccc(-c2ccccc2)cc1	1.2	7	-0.3	2	3	·	1	-0.8	-2	-14
Cc1n[nH]c(=O)nc1N1CCc2ccccc2C1	-0.4	-2	i	11	-3	·	0	-1.1	-7	-24
CC(=O)Nc1cccc(NS(=O)(=O)c2ccc3c(c2)CCC(=O)N3)c1	-0.8	8	4.0	·	·	0.1	-9	·	-6	·
O=C(Cn1c(=O)oc2ccccc21)Nc1ccc(F)cc1	-0.3	1	-0.3	10	3	-5.0	12	3.2	-3	-1
Cc1ccccc1NC(=O)Cc1nc(COC(=O)CC(C)c2ccccc2)cs1 (stereo not given)	1.6	36	-2.3	·	·	3.7	0	0.2	11	-18
CCOC(=O)C1(CCc2ccccc2)CCN(Cc2ccc(OC)cc2)CC1	-0.7	1	-2.5	4	2	-0.2	-2	-0.7	-18	0
Cc1ccc(C(=O)Nc2ccc(Cl)cc2C(F)(F)F)c(Cl)c1	0.3	1	1.0	9	2	0.6	0	0.5	-4	-14
Cc1ccc(-c2nc(NC(=O)CSc3nnc4scc(-c5ccccc5)n34)ns2)cc1	-0.3	10	i	18	·	1.2	5	-0.8	-3	-7
CCSc1nc(C2CC2)cc(-c2ccco2)c1C#N	0.5	1	0.8	-16	4	·	-4	-0.2	7	-40
O=C(N=C1SC2CS(=O)(=O)CC2N1Cc1ccccc1Cl)C1CCCO1 (stereo not given)	0.0	4	-0.3	-12	-2	0.1	0	-0.7	-5	-8
Cc1ccc(N2C(=O)C3C4C=CC(CC4)C3C2=O)c([N+](=O)[O-])c1 (stereo not given)	0.1	-8	-0.2	55*	-2	1.9	-8	0.2	6	-4
CSc1nnc(SCC#N)s1	-2.2	1	1.2	8	-2	-0.8	-1	·	3	-22
CC1(C)C2CCC1(CS(=O)(=O)N1CCC(C(N)=O)CC1)C(=O)C2 (stereo not given)	-0.4	-8	3.6	10	-1	0.9	0	-0.4	12	13
CC(Cc1cccnc1)NC(=O)c1cc(COc2ccc(F)cc2Cl)on1 (stereo not given)	0.0	2	i	-2	0	1.4	10	-0.2	-7	20
